Sm TGR block = inhibitors of Schistosoma mansoni thioredoxin glutathione reductase; 360,000 tested, 3% active; AID 485364; Q962Y6; Potency, µM (highest dose often 114 µM), without a hit: at the top dose activity change, negative = inhibition, actives largely listed as inhibitors; purified TGR, DTNB reduction, TNB absorbance 405 nm; note: potency is the fitted concentration of half-maximal effect; nearly all actives have a fitted effect of over 60% in size
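TGR 20 nM + NADPH 100 uM (dispensed conc.), cpd preinc 15 min RT; start with NADPH (500 uM addition) then DTNB (15 mM addition). Kinetic TNB absorbance, 405 nm filter. Four-parameter Hill fit across titration.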
AmpC no deterg = AmpC beta-lactamase inhibition without detergent; P00811; AmpC nitrocefin hydrolysis, absorbance 480 nm, 0.0001% Triton; Potency, µM (highest dose often 57.1 µM), for inactives: at the top dose activity change, negative = inhibition, usual class: inhibitors; 330,000 tested, 0.52% active; AID 485341;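 note: potency is the fitted concentration of half-maximal effect; plate controls were no compound for no effect and no enzyme for full effect; nearly all actives have a fitted effect of over 20% in size; some results filed as inactive show a strong effect at the top dose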
Target sequence (P00811 whole entry, looked up): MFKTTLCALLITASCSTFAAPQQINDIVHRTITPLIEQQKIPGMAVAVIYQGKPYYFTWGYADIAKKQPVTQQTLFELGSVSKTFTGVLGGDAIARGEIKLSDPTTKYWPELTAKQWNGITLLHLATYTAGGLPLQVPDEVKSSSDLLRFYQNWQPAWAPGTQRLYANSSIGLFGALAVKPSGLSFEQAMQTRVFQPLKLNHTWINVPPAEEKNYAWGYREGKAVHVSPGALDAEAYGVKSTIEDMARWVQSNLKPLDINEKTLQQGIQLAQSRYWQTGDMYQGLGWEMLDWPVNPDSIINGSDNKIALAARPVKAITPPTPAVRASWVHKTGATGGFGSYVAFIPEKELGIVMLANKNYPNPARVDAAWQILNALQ
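AmpC (5.3 nM in the dispensed reagent) in 20 mM phosphate pH 7.0 with 0.01% (detergent screen) or 0.0001% Triton X-100 was preincubated with compounds for 15 min at room temperature. Nitrocefin was then added from an 800 uM solution, and hydrolysis was followed at 480 nm.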
AMA1 RON2 block = inhibitors of Plasmodium falciparum AMA1-RON2 interaction | AlphaScreen AMA1-biotinylated RON2 peptide binding | Potency, µM (doses to about 58.2 µM), without a hit: top-dose activity change, negative = inhibition, most hits filed as inhibitors | 360,000 tested, 0.2% active;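 note: potency is the fitted concentration of half-maximal effect; 0% = vehicle wells and -100% = peptide control; nearly all actives have a fitted effect of over 45% in size; some results filed as inactive show a strong effect at the top dose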
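AMA1 (3D7) with his tag at 25 nM final met compounds first, then biotinylated RON2 peptide at 25 nM; detection used donor plus acceptor beads, 10 µg/mL apiece, read by AlphaScreen after 30 min at room temperature.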
AmpC detergent = AmpC beta-lactamase inhibition with detergent present. 370,000 tested, 0.041% active. P00811. AID 485294. AmpC hydrolysis of nitrocefin, absorbance 480 nm, 0.01% Triton. Potency, µM (titrated, usually from 114 µM), without a hit: top-dose activity change, negative = inhibition, hits mostly inhibitors;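 note: potency is the fitted concentration of half-maximal effect; 0% = no-compound wells and -100% = no-enzyme wells; nearly all actives have a fitted effect of over 25% in size; some results filed as inactive show a strong effect at the top dose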
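20 mM phosphate pH 7.0 + 0.01% (detergent screen) or 0.0001% Triton X-100; 5.3 nM AmpC reagent; cpd preinc 15 min RT; nitrocefin (800 uM stock) to start; A480 q20 s × 4 min; Activity was normalised to no-enzyme and no-compound control wells.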
HCMV inh = inhibitors of human cytomegalovirus; HFF cells, HCMV-luciferase reporter, 72 h; hits give low values; activity change, negative = inhibition, % at 57.5 µM; 410,000 tested, 4.5% active; AID 1259415; in the data active = activity change below about -60%; inconclusive = no clear call, values can overlap the other calls; inactive = above about -39%
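Steps: HFFs plated, 16 h 37C; compounds added; HCMV-luciferase added to MOI 1 PFU/cell; 72 h 37C; OneGlo reagent, 5 min room temperature; luminescence read, normalized to controls.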
FBPA Giardia inh = inhibitors of Giardia lamblia fructose-1,6-bisphosphate aldolase | A8B2U2 | purified Giardia FBPA | Potency, µM (titrated, usually from 59.6 µM), for the others: top-dose activity, negative = inhibition, hits mostly inhibitors | 290,000 tested, 0.71% active | AID 2451; note: potency is the fitted concentration of half-maximal effect; nearly all actives have a fitted effect of over 55% in size
Target sequence (A8B2U2 whole entry, looked up): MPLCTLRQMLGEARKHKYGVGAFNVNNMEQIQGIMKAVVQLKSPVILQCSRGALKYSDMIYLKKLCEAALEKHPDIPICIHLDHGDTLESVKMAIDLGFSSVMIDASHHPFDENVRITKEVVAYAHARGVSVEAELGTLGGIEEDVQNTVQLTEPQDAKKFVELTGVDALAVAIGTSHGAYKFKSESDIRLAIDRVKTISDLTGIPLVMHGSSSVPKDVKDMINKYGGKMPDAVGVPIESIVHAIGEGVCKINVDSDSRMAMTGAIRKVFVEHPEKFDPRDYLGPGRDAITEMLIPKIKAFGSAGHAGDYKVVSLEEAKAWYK
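Giardia FBPA (40 nM reagent) was preincubated 10 min at RT with compound (up to 57.5 uM final), then substrate plus GAPDH/TPI/NAD/arsenate coupling system with diaphorase/resazurin was added; resorufin fluorescence (525/598 nm) was read after 20 min.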
The depositor's hits bear a star; ? = inconclusive; / = no result given; & = joins results of further samples; [ ] = remark or other dose. Unless noted, calls come from the whole dose curve; as a rule, active = well fitted curve in the direction sought with a large enough effect; inconclusive = small, poorly fitted or top-dose-only effect, or another doubt; inactive = no such curve, though single readings can be large; an effect the other way counts as inactive or inconclusive. Unless noted, % is set by controls: 0 for no effect and ±100 for the full control effect.

SMILES	Sm TGR block	AmpC no deterg	AMA1 RON2 block	AmpC detergent	HCMV inh	FBPA Giardia inh
S=C(NCCc1ccccc1)N1CCCCC1	-1%	-1%[2.29 µM]	0%	-3%	11	0%
O=C(CCCOc1ccccc1)Nc1cccc(S(=O)(=O)N2CCCCC2)c1	-9%	-29%	2%	3%	0	/
COc1cc(/C=N/NC(=O)c2cc(C)oc2C)ccc1OCc1ccccc1	5%	-21%	1%	0%	-13	-3%
COc1ccc(C(=O)Nn2c(C)nc3ccccc3c2=O)cc1[N+](=O)[O-]	-6%	-17%	-2%	-16%	-4	6%
CC1CCC2(CC1)NC(=O)N(NC(=O)c1cc3ccccc3o1)C2=O (stereo unspecified)	6%	-6%	6%	4%	?	/
CCN(CC)S(=O)(=O)c1ccc(OC(C)C)c(NC(=O)C2=COCCO2)c1	0%	11%	32%[activator]	-4%	?	/
CCCN(CCC)S(=O)(=O)c1ccc(NC(=O)COc2ccccc2)cc1	0%	-28%	-9%	0%	2	-4%
COc1ccc(C(=O)Nc2cc(OC)nc(OC)n2)cc1	-18%	-20%	-4%	-4%	72	3%
CCC1(CC)NC(=O)N(CC(=O)OCC(=O)Nc2cc(OC)ccc2OC)C1=O	0%	-5%	0%	0%	0	/
O=C(Nc1ccc2oc(-c3ccccc3F)nc2c1)c1ncn[nH]1	-7%	-3%	25%	-8%	82	9%
c1ccc2c(CN3CCCCC3)csc2c1	?	-11%	7%	?	5	-6%
Cn1nnnc1SCC(=O)C(C)(C)C	-4%	-7%	2%	4%	-4	3%
O=C(NC1CCCCC1NC(=O)c1cccs1)c1cccs1 (stereo unspecified)	2%	0%	-14%	-5%	-26	3%
O=C1CCN(C(=O)Cc2ccccc2[N+](=O)[O-])CC1	-16%	-21%	-16%	?	?	9%
CC(CN1CCCCC1)OC(=O)C(C)(c1ccccc1)c1ccccc1 (stereo unspecified)	-3%	42%	-8%	-1%	-20	-12%
CC(=O)N[C@@H](CC(=O)O)C(=O)O	-2%	-9%	7%	-6%	-31	4%[21.7 µM]
CCCN1CCN(S(=O)(=O)c2c(C)[nH]c(C)c2C(=O)N2CCCCC2)CC1	5%	-7%	-7%	-1%	?	1%
COc1cc(/C=C(\C#N)c2nc3ccccc3[nH]2)ccc1OCc1ccccc1F	-8%	/	/	-3%	27	/
NC1=NC(=O)/C(=C/c2ccc(Br)cc2)S1	-1%	-11%	-1%	-5%	-20	-4%
O=C1C(=O)N(CCN2CCOCC2)C(c2ccccn2)/C1=C(/O)c1ccc(F)cc1 (stereo unspecified)	28µM*	46%	-23%	?	-21	?
CC(=O)c1sc(N)c(C(=O)OC(C)C)c1C	0%	-9%	12%	2%	127	-1%
CCC(C)C(NC(=O)C1CCC(C)CC1)C(=O)NCCCN1CCCCC1CC (stereo unspecified)	1%	-37%	-2%	-1%	3	0%
COP(=O)(OC)Oc1ccc(C(O)C(Cl)(Cl)Cl)cc1 (stereo unspecified)	-2%	-18%	-3%	5%	?	2%
Cn1nc(C(C)(C)C)cc1C(=O)NCc1cc(F)cc2c1OCOC2	25%	29%	0%	3%	-72*	-1%
CCc1ccc(NC(=O)C(C)Sc2nnc(CN3CCCC3)o2)cc1 (stereo unspecified)	1%	-11%	50%[activator]	4%	-2	/
Other structures.
SMILES	Sm TGR block	AmpC no deterg	AMA1 RON2 block	AmpC detergent	HCMV inh	FBPA Giardia inh
CCn1nc(C(=O)NNC(=O)COc2ccc(OC)cc2)c2ccccc2c1=O	1%	-6%	28%	?	18	7%
CCCOCC(O)COc1ccccc1C(=O)N1CCOCC1 (stereo unspecified)	8%	-7%	11%	1%	-11	7%
COc1ccc(CNC(=O)/C=C/c2ccc(OCCCF)cc2)cc1OC	-19%	52%	6%	-8%	-28	0%
CC(Sc1nnc(NC2CC2)s1)C(=O)Nc1ccc(S(N)(=O)=O)cc1 (stereo unspecified)	/	-6%	-2%	/	29	/
O=C(CN(CC1CCCO1)C(=O)CNS(=O)(=O)c1ccccc1)NCc1ccccc1 (stereo unspecified)	-4%	-2%	-7%	-5%	-14	0%
CCOCCCNC(c1ccccc1)c1ccncc1 (stereo unspecified)	0%	-17%	-1%	?	10	-26%
NC(=O)C1CCN(C(=O)COc2ccc(Nc3ccccc3)cc2)CC1	0%	-9%	-2%	6%	-9	-14%
CCOc1ccc(NC(=O)C(CC)n2nc(-c3ccc(C)c(C)c3)ccc2=O)cc1 (stereo unspecified)	-3%	/	/	17%	5	/
CC(C)Cn1c(=O)[nH]c(=O)c2c(C(F)(F)F)cc(-c3ccccc3)nc21	-3%	-25%	-3%	-13%	20	8%
COc1nc(NC(C)C)nc(NC(C)C)n1	-1%	-12%	0%	6%	8	6%&4%
Cc1ccc(NC(=O)Nc2cccc(C(F)(F)F)c2)nc1	/	-23%	1%	-13%	?	3%
Cc1cccc(Oc2ccc(Cl)cc2N)c1	4%	-36%	0%	1%	?	-8%
CCOc1ccc(C)cc1S(=O)(=O)n1nc(C)cc1C	2%	-1%	0%	-11%	-19	0%
COc1ccc2c(CC(=O)NNC(=O)c3cccs3)coc2c1	1%	-20%	65%[activator]	?	-12	/
COc1cc2nc(=S)n3[nH]c(COc4ccccc4C)nc3c2cc1OC	-2%	-11%	49%[activator]	?	-17	14%
CCC/C(=N\NC(=O)C1CC1)c1ccc(Br)cc1	7%	-22%	7%	8%	19	-1%
O=C(/C=C/c1cccs1)c1ccc(N2CCOCC2)cc1	-11%	5%	-8%	-4%	-14	1%
O=[N+]([O-])c1ccc(Cl)cc1CN1CCCCCC1	-17%	-18%	?	?	53	-29%
Clc1nssc1=Nc1nncs1	50µM*	-4%	16%	1%	-13	/
N#Cc1c(N2CCN(C(=O)c3ccco3)CC2)nc(-c2ccccc2)c2c1CCCC2	1%	40%	-28%	-13%	-78*	0%
Clc1ccccc1CN1CCN(CCCc2ccccc2)CC1	-29%	4%	?	5%	-12	20µM*
CC(NC(=O)C(=O)NN=C1CCCCCCCCCCC1)c1ccccc1 (stereo unspecified)	-23%	-16%	-3%	0%	28	0%
Cc1cccc(-n2c(=O)c3ccccc3n(Cc3ccccc3)c2=O)c1	9%	/	/	2%	-8	/
O=C1CC(N2CCN(c3ccc(F)cc3)CC2)C(=O)N1c1ccc2c(c1)OCO2 (stereo unspecified)	-24%	1%	-3%	-3%	?	6%
CCc1ccc(NC(=O)C(=O)NCc2ccccn2)cc1	0%	-8%	55%[activator]	-4%	28	1%

Full records from above. Order of values: Sm TGR block, AmpC no deterg, AMA1 RON2 block, AmpC detergent, HCMV inh, FBPA Giardia inh
Results for `CCn1nc(C(=O)NNC(=O)COc2ccc(OC)cc2)c2ccccc2c1=O` : 1%, -6%, 28%, ?, 18, 7%
Results for `O=C(CN(CC1CCCO1)C(=O)CNS(=O)(=O)c1ccccc1)NCc1ccccc1` (stereo unspecified) : -4%, -2%, -7%, -5%, -14, 0%
Results for `CCc1ccc(NC(=O)C(=O)NCc2ccccn2)cc1` : 0%, -8%, 55%[activator], -4%, 28, 1%
Results for `O=[N+]([O-])c1ccc(Cl)cc1CN1CCCCCC1` : -17%, -18%, ?, ?, 53, -29%
Results for `Cc1cccc(Oc2ccc(Cl)cc2N)c1` : 4%, -36%, 0%, 1%, ?, -8%

Fetched one by one from the entries so far (two):
SMILES	Sm TGR block	AmpC no deterg	AMA1 RON2 block	AmpC detergent	HCMV inh	FBPA Giardia inh
COc1nc(NC(C)C)nc(NC(C)C)n1	-1%	-12%	0%	6%	8	6%&4%
CCOc1ccc(C)cc1S(=O)(=O)n1nc(C)cc1C	2%	-1%	0%	-11%	-19	0%

New compounds follow.
SMILES	Sm TGR block	AmpC no deterg	AMA1 RON2 block	AmpC detergent	HCMV inh	FBPA Giardia inh
O=C(O)c1c(Cl)c(Cl)c(Cl)c(Cl)c1C(=O)N1CCCCCC1	-6%	-20%	10%	-5%	22	18%
CC(=O)Nc1ccc(NC(=O)C(C)OC(=O)CNC(=O)c2cccs2)cc1 (stereo unspecified)	-2%	?	16%	?	-22	/
CC(=O)N1CCc2ccc(NC(=O)c3c(-c4c(Cl)cccc4Cl)noc3C)cc21	0%	55%	1%	-3%	16	0%
CCC(=O)c1ccc(OCC(=O)Nc2cc(S(=O)(=O)N3CCCCC3)ccc2N2CCN(CC)CC2)cc1	-12%	226%[activator]	-13%	-2%	-12	/
Cc1ccc(CN2CCN(Cc3ccc(OCCO)cc3)CC2CCO)o1 (stereo unspecified)	-18%	-16%	3%	6%	0	0%
CC(c1ccccc1)N1CCN(C(=O)CCl)CC1 (stereo unspecified)	45µM*	-14%	-2%	-2%	-34	-11%
O=C(NCCc1ccccc1)c1ccc2c(c1)N(Cc1ccccc1)CCS2	-4%	-53%	-6%	7%	/	/
O=C(CSc1nnc(CNC(=O)c2ccccc2)o1)NCc1ccc(F)cc1	-20%	-12%	-2%	-8%	-17	8%
CC(=O)[C@@H]1[C@@H](C(=O)c2ccc(F)cc2)[C@]2(C(=O)Nc3ccccc32)[C@H]2C=Cc3cc(F)ccc3N12	50µM*	45%	-16%	?	31	-17%
COc1ccc(NC(=O)C/C(C)=N/NC(=O)c2ccccn2)c(OC)c1	6%	47%	72%[activator]	3%	45	19%
